LMP1 NFkB inh = Epstein-Barr LMP1 NF-kappaB reporter inhibition. inhibition, % at 12.5 µM. AID 504558. actives 0.69% (n = 350,000). LMP1-induced NF-kappaB luciferase reporter cells, luminescence; in the data active means inhibition above about 41%;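 further: 0% = neutral control wells and 100% = reference inhibitor control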
SRC3 inh = inhibitors of human steroid receptor coactivator 3 (SRC3). Q9Y6Q9. actives 0.17% (n = 360,000). AID 588352. inhibition, % at 3.6 µM. HEK293 GAL4-SRC3 luciferase reporter, luminescence;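 active means inhibition above a per-campaign cutoff, the mean of all compounds plus 3 SD, cut at about 60% in these data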;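 further: 0% = DMSO-treated cells and 100% = gossypol-treated cells at 36 µM; higher means less SRC3-driven luciferase light from the GAL4 reporter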
NCOA1 inh = inhibitors of human steroid receptor coactivator 1 (SRC1) | HEK293 GAL4-SRC1 luciferase reporter, luminescence | inhibition, % at 3.6 µM | actives 0.12% (n = 360,000);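 active means inhibition above the campaign mean plus 3 SD, with each screening campaign given its own cutoff, cut at about 60% in these data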;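 further: 0% = DMSO treated cells and 100% = gossypol at 36 µM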
TROY NFkB inh = blocks TROY-dependent signaling in reporter cells; Q293 LMP1-TROYcd NF-kB luciferase reporter, 4 h; inhibition, % at 10 µM; actives 0.98% (n = 360,000);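 active means compounds whose plate-normalised and pattern-corrected inhibition of the luciferase reporter signal at the single screening dose is 50% or more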
C8 TRAIL sens = caspase-8 TRAIL sensitization | NB7+C8 cells + TRAIL, ATPlite viability luminescence | inhibition (viability loss, TRAIL sensitization), % at 10 µM | actives 1% (n = 360,000);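 active means compounds causing at least 50% loss of cell viability in the single-dose screen, relative to plate controls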
LRH-1 inv ag = inverse agonists of human LRH-1 (NR5A2); O00482; HEK293T StAR-luciferase reporter, LRH-1 transfected, 24 h; inhibition, % at 3.6 µM; actives 0.13% (n = 360,000); AID 602396;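 active means inhibition above the mean inhibition of all tested compounds plus 3 SD, cut at about 73% in these data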;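 further: 0% = DMSO wells and 100% = reporter-only cells lacking LRH-1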
Target sequence (O00482 whole entry, looked up): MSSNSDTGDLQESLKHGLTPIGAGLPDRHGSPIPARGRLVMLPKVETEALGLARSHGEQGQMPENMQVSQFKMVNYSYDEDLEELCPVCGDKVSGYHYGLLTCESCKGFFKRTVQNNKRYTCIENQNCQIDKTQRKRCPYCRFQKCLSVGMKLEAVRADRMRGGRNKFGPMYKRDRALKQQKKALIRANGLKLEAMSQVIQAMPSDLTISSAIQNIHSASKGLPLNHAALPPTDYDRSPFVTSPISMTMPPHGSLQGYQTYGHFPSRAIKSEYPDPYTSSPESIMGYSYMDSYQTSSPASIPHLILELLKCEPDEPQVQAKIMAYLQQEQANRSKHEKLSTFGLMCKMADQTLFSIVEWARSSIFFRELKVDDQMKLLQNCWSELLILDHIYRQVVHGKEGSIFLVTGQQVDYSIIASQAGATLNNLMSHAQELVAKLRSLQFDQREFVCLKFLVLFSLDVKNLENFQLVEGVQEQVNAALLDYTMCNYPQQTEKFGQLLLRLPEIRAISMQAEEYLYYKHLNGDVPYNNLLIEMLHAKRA
SRC2 inh = human SRC2 (NCOA2) inhibition; HEK293 GAL4-SRC2 luciferase reporter, luminescence; inhibition, % at 9 µM; actives 0.17% (n = 370,000); AID 651957;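 active means inhibition above the mean inhibition of all tested compounds plus 3 SD, set per campaign, cut at about 52% in these data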;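 further: 0% = DMSO treated cells and 100% = cells given Gossypol at 36 µM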
TWEAK Fn14 block = blocks TWEAK-Fn14 interaction in a reporter cell assay | TWEAK-stimulated Fn14 reporter cells, luciferase luminescence, 8 h | inhibition, % at 10 µM | actives 2% (n = 360,000) | AID 1159606; in the data active means inhibition above about 50%
NOD2 RIPK2 PPI = inhibitors of human NOD2-RIPK2 interaction. O43353. CHO BLA complementation NOD2-RIPK2, CCF4 ratio. inhibition, % at 4.98 µM. actives 0.38% (n = 360,000). AID 624267; in the data active means inhibition above about 21%;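 further: 0% = vehicle only and 100% = reference blocker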
NR2F2 inh = inhibitors of human COUP-TFII (NR2F2); actives 0.7% (n = 370,000); P24468; HEK293T NGFI-A luciferase reporter, luminescence; inhibition, % at 8.6 µM;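 active means inhibition above a per-plate cutoff, mean inhibition of test wells between control levels plus 3 SD, cut at about 38% in these data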;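 further: cells cotransfected with COUP-TFII expression vector driving the NGFI-A reporter; 0% = median of COUP-TF2 test wells and 100% = reporter-only cells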
Target sequence (P24468 whole entry, looked up): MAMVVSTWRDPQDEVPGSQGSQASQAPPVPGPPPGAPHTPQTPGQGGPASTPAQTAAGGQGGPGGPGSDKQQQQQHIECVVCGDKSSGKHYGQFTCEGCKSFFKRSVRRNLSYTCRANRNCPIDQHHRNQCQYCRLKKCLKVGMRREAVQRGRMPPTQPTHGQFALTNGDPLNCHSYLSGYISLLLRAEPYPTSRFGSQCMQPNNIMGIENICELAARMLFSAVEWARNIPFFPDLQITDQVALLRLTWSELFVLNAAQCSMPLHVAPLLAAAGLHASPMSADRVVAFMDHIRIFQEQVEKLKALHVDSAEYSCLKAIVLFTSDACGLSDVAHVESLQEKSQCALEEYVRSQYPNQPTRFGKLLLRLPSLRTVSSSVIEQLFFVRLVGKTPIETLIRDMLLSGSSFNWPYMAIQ
TLR9-MyD88 block = inhibitors of human TLR9-MyD88 binding; AID 504734; Q9NR96+Q99836; actives 0.21% (n = 340,000); CHO BLA complementation TLR9-MyD88, CCF4 FRET ratio; inhibition, % at 4.98 µM;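 active means inhibition above the mean over all tested compounds plus 3 SD, cut at about 21% in these data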;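 further: 0% = DMSO only wells and 100% = clavulanate BLA inhibitor control wells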
* hit, by the source's call; · = no result given; & = joins results of further samples. This is a subset (hit frequency here may not be typical).

SMILES	LMP1 NFkB inh	SRC3 inh	NCOA1 inh	TROY NFkB inh	C8 TRAIL sens	LRH-1 inv ag	SRC2 inh	TWEAK Fn14 block	NOD2 RIPK2 PPI	NR2F2 inh	TLR9-MyD88 block
Cc1ccc(S(=O)(=O)c2ccc(NC(=O)c3c(F)cccc3F)cc2)cc1	0.7	2.1	-3.1	4.7	-3.3	12.7	-8.7	9.1	-6.5	26.9	-3.0
COc1ccc(/C=C/C(=O)O)cc1COc1cccc(C)c1	-2.8	16.9	-4.5	1.5	3.0	2.4	2.4	-1.9	-0.8	-6.4	3.1
COc1ccc(Cl)cc1NC(=O)C1CC(c2ccccc2Cl)=NO1 (centres undefined)	6.2	-12.3	5.4	1.8	2.9	-14.4	16.7	5.1	-5.8	-5.3	4.1
Cc1csc(=Nc2c(C)n(C)n(-c3ccccc3)c2=O)n1Cc1ccccc1	-5.5&14.6	10.8&2.4	-4.8&-5.0	0.6&8.0	13.4&-17.8	-5.4&-1.2	-20.6&14.6	1.0&5.0	-1.5&3.7	6.7&4.8	1.9&-6.2
NC(=O)CCC1NC(=S)N(Cc2ccccc2)C1=O (centres undefined)	0.7	-2.3	1.6	14.3	-15.3	11.8	3.1	2.5	-4.6	15.6	-5.4
C#CCN1C(C)=CC(=O)[C@@H](O)[C@H]1c1ccccc1Br	7.4	-6.7	-40.9	-5.8	5.1	8.4	10.6	-2.5	2.2	-13.4	-3.5
CCOC(=O)NC1(C(F)(F)F)NC(=O)N(c2cccc(C(F)(F)F)c2)C1=O (centres undefined)	0.8	1.1	-2.3	1.5	1.9	22.6	-5.9	9.5	-9.9	9.8	-1.6
COc1ccc(/C=C(/NC(=O)c2ccco2)C(=O)NCCc2ccccc2)cc1	-3.4	22.4	-15.7	7.3	-10.8	5.3	-39.2	-11.8	1.1	-7.6	9.1
CSc1ccc(/C=C2\NC(=O)NC2=O)cc1	·	-46.1	-6.3	-35.6	19.5	2.4	-35.7	-11.1	-10.3	-9.9	·
CCCCN(CCNP(=O)(OCC)OCC)CP(=O)(OCC)OCC	-2.6	6.0	7.5	7.2	10.4	13.4	-25.8	3.9	-9.7	4.5	-15.0
CC(=O)COc1ccc2c(c1C)O/C(=C\c1ccco1)C2=O	1.9	-28.4	-27.9	12.5	6.6	-22.1	-38.5	0.1	-1.4	-9.3	2.5
Cc1ccc(N(C)S(=O)(=O)c2cccc(C(=O)NC3CC(C)(C)NC(C)(C)C3)c2)cc1	-10.0	4.2	-5.9	-8.8	0.2	-24.8	-12.3	11.3	-3.3	-40.9	0.3
COc1ccc(/C=C/C(=O)Oc2cc(O)cc(O)c2)cc1	8.2	-14.4	12.7	-8.9	-7.2	11.4	9.1	1.9	5.1	-11.9	-7.8
C=CCNC(=O)COc1cc(C)cc(C)c1C	3.6	12.0	2.2	15.9	4.7	-12.9	9.1	-3.7	-13.1	10.8	-1.4
CC(C)(C)C(=O)N1CCN(CCN2C(=O)c3cccc4cccc(c34)C2=O)CC1	-1.2	5.8	12.8	2.6	-6.8	24.2	11.8	-23.5	-0.4	-5.1	-12.0

One compound at a time (already shown):
Record of `CSc1ccc(/C=C2\NC(=O)NC2=O)cc1` → LMP1 NFkB inh: ·; SRC3 inh: -46.1; NCOA1 inh: -6.3; TROY NFkB inh: -35.6; C8 TRAIL sens: 19.5; LRH-1 inv ag: 2.4; SRC2 inh: -35.7; TWEAK Fn14 block: -11.1; NOD2 RIPK2 PPI: -10.3; NR2F2 inh: -9.9; TLR9-MyD88 block: ·
Record of `Cc1ccc(S(=O)(=O)c2ccc(NC(=O)c3c(F)cccc3F)cc2)cc1` → LMP1 NFkB inh: 0.7; SRC3 inh: 2.1; NCOA1 inh: -3.1; TROY NFkB inh: 4.7; C8 TRAIL sens: -3.3; LRH-1 inv ag: 12.7; SRC2 inh: -8.7; TWEAK Fn14 block: 9.1; NOD2 RIPK2 PPI: -6.5; NR2F2 inh: 26.9; TLR9-MyD88 block: -3.0
Record of `COc1ccc(Cl)cc1NC(=O)C1CC(c2ccccc2Cl)=NO1` (centres undefined) → LMP1 NFkB inh: 6.2; SRC3 inh: -12.3; NCOA1 inh: 5.4; TROY NFkB inh: 1.8; C8 TRAIL sens: 2.9; LRH-1 inv ag: -14.4; SRC2 inh: 16.7; TWEAK Fn14 block: 5.1; NOD2 RIPK2 PPI: -5.8; NR2F2 inh: -5.3; TLR9-MyD88 block: 4.1

Additional results follow:
SMILES	LMP1 NFkB inh	SRC3 inh	NCOA1 inh	TROY NFkB inh	C8 TRAIL sens	LRH-1 inv ag	SRC2 inh	TWEAK Fn14 block	NOD2 RIPK2 PPI	NR2F2 inh	TLR9-MyD88 block
COc1cccc(NC(=O)C2C3C=CC(O3)C2C(=O)O)c1 (centres undefined)	1.3	-2.0	-7.6	-4.1	-18.0	-16.2	1.2	-27.9	-6.2	2.3	-10.8
CS(=O)(=O)c1ccc(Cl)c(NC(=O)COC(=O)CNC(=O)c2ccc3ccccc3c2)c1	1.3	6.8	-21.7	-1.9	-2.6	13.8	-26.7	1.4	-6.7	-11.8	-5.8
COc1ccc(C(=O)Nc2cc3c(cc2C(=O)O)OCCCO3)c(OC)c1	2.3	-21.5	-13.4	6.6	28.5	-8.4	10.7	-11.9	-1.6	-1.7	-7.8
CCN1C(=O)[C@H]2[C@@H](c3ccc(C)cc3)N3C(=O)N(c4ccccc4)C(=O)[C@@]3(Cc3ccc(Cl)cc3)[C@H]2C1=O	0.9	13.8	13.6	-5.0	6.5	18.2	·	4.1	7.6	·	0.7
COc1ccc(NC(C)=O)cc1S(=O)(=O)N1CCN(C(=O)c2ccccc2F)CC1	9.9	17.6	6.5	-4.1	-0.1	-0.9	0.4	0.1	0.6	-14.2	-2.4
CCN(CC)CCN1C(=O)C(=O)/C(=C(/O)c2ccc(S(=O)(=O)N3CCOCC3)cc2)C1c1ccc(Cl)cc1 (centres undefined)	1.4	-3.7	-1.1	-18.9	-5.3	2.9	5.7	37.4	7.9	6.6	-0.4
CC(=O)N1CCOc2ccc(S(=O)(=O)N3CCC(C(=O)Nc4ccc(C)cc4C)CC3)cc21	-15.6	-18.3	19.2	1.2	-17.7	18.1	16.7	15.7	7.8	-4.6	-5.6
O=C(Cn1ncc(Cl)c(Cl)c1=O)NC(=O)NC1CCCCC1	3.8	-9.4	-52.8	48.9	93.5*	-44.9	-56.8	104.1*	28.1*	15.8	5.5
COc1ccc(OC)c(S(=O)(=O)N2CCCC(C(=O)NCc3ccccn3)C2)c1 (centres undefined)	-7.2	9.5	8.2	2.6	8.1	-5.1	2.1	27.3	-5.6	-28.3	-0.7
COC(=O)[C@@]12C[C@@H](CC(=O)N3CCN(C(=O)c4ccco4)CC3)C(=O)N(Cc3ccco3)C1=CCC(C)(C)C2	·	·	·	·	-21.2	-35.9	7.1	·	4.9	-10.9	·
CN(C)Cc1c(O)ccc2oc(Cc3ccccc3)cc12	2.3	15.6	-66.8	-0.5	-0.4	-13.5	7.3	29.0	2.3	-11.8	0.4
CN1CCN2c3ncccc3Cc3ccccc3C2C1 (centres undefined)	-8.0	-36.4	-23.2	1.5	-6.5	2.2	0.8	9.6	-7.2	11.8	-12.1
COc1ccc(C(CNC(=O)CNC(=O)c2cccc(Cl)c2)N2CCCC2)cc1 (centres undefined)	2.9	-3.2	4.1	-6.0	12.5	-7.0	-7.5	9.9	-7.8	-0.9	-1.1
CCN(CC)C(=O)CSc1n[nH]c(=S)n1N	-5.3	7.5	-6.4	7.2	-22.5	20.8	5.1	84.0*	1.1	-10.0	3.2
CCc1cc2c(=O)c(-c3nc4ccccc4[nH]3)coc2cc1OC(=O)N1CCOCC1	-19.5	6.2	-6.6	35.3	9.9	6.5	-5.2	48.1	1.7	4.5	-1.0
Cc1cc(Cl)c(S(=O)(=O)Nc2cc(S(=O)(=O)N3CCOCC3)ccc2F)cc1OCC(N)=O	-2.4	13.0	3.8	-9.0	3.5	4.4	2.5	6.5	1.0	16.6	-1.6
Cc1cc(C)n(C(=O)c2ccc(C)c(F)c2F)n1	-0.2	14.1	-5.6	-0.5	-5.2	11.7	-22.9	-10.4	3.7	3.5	6.1
O=C(NCCCN1CCCC1)c1ccc2c(c1)N(Cc1cccc(Cl)c1)C(=O)c1ccccc1S2=O (centres undefined)	-3.0	9.3	-13.1	1.3	-24.5	-13.1	-14.2	22.1	8.3	-9.7	-14.6
CC(=O)Nc1nonc1-c1nc2ccccc2n1N(C(C)=O)C(C)=O	-2.9	-12.4	-13.1	14.2	-1.9	-13.7	-23.3	17.3	-16.4	1.6	-7.7
O=C(Nc1ccccc1)Nc1ccccc1C(=O)NCCCN1CCOCC1	3.6	0.6	-58.6	-4.4	-2.4	5.2	-8.3	-9.4	-1.1	3.9	-4.2
O=C(Nc1ccc(C(=O)N2CCCCC2)cc1)Nc1cccc(Cl)c1	-29.1	-65.0	-39.2	-43.5	4.2	-52.4	-68.7	18.3	-4.0	-16.1	-5.5
Cc1[nH]c(=O)[nH]c(=O)c1S(=O)(=O)N1CCCC(C(=O)NCc2ccccc2Cl)C1 (centres undefined)	-6.4	-1.2	8.8	-2.8	-19.4	9.7	-1.2	21.7	3.2	20.3	0.4
O=[N+]([O-])c1ccc(N2CCN(S(=O)(=O)c3ccc(Cl)cc3)CC2)cc1NCc1cccnc1	-19.1	22.1	-12.9	9.5	-5.8	-13.3	-7.6	-23.8	0.0	3.5	-7.4
Cc1c(C(=O)NCc2ccco2)oc2ccc(S(=O)(=O)N3CCC4(CC3)OCCO4)cc12	6.7	-2.0	6.2	7.0	18.5	10.7	-13.7	8.2	-5.0	17.2	-0.3
CN1C(=O)N(C)C2(CC1(C)C)CC(C)(C)N(C)C(=O)N2C	-1.8	-4.4	-4.6	15.9	-13.3	-15.8	-28.6	4.9	-18.5	0.5	0.6
CCOc1ncccc1C(=O)OCC(=O)NCc1ccc2c(c1)OCO2	0.7	-29.7	5.1	-7.8	5.8	5.6	-3.2	6.7	1.1	-25.4	11.3
CCCCN1C[C@H](Cc2ccccc2)[C@@H](CC(=O)NCc2ccc(OC)cc2)C1=O	4.6	7.5	10.3	-6.2	-3.7	-10.2	4.6	-3.4	-4.5	-3.3	-1.4
O=C(O)CCc1ccc(-c2ccccc2)n1CC(=O)O	2.9	3.6	-3.5	-3.3	2.3	-10.4	8.6	-7.4	-13.5	0.4	0.8
Cc1ccc(NC(=S)NCc2cccnc2)cc1	-4.8	-2.4	11.8	1.7	-7.8	-5.6	-26.7	16.5	-9.4	-14.4	-13.3
O=C(O)C1C2C=CC(C2)C1C(=O)NCCCN1CCOCC1 (centres undefined)	-2.8	-21.3	-4.7	13.1	-1.4	3.9	-8.9	-6.3	5.8	14.5	2.1
CC(C)(C)n1ncc2c(=O)n(CC(=O)Nc3ccccc3)cnc21	-6.1	12.2	-24.4	-8.5	6.6	-8.9	6.5	23.2	6.5	-15.9	9.0
CC(=O)c1cccc(Nc2nc(-c3ccccc3)cs2)c1	-40.1	-105.0	-105.6	-15.0	9.0	-155.5	-50.3	2.4	-4.7	-38.8	2.6

Screening data: PubChem, several laboratories
